# Screening results as filed in PubChem BioAssay.
# ABHD5-PLIN5 inh: inhibitors of human ABHD5-perilipin-5 interaction | Q00G26+Q8WTS1 | 0.78% of 360,000 active | Split G. princeps luciferase complementation, luminescence, 4 h | inhibition, % at 4 µM;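 active = inhibition above the mean inhibition across every tested compound plus 3 SD, cut at about 22% in these data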;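 note: 0% = DMSO only wells and the 100% control is not disclosed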
# MC4R antag cAMP: antagonists of human melanocortin 4 receptor (MC4R) | MC4R-expressing cells, MTII-stimulated cAMP, LANCE TR-FRET | AID 540295 | inhibition, % at 6.5 µM | 0.48% of 360,000 active;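 active = inhibition above its plate's cutoff, the mean of tested wells on that plate plus 3 SD, cut at about 29% in these data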;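 note: 0% = Melanotan II alone and 100% = Melanotan II plus saturating MCL0020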
#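 Material: human MC4R-expressing U2OS cells. Probe or stimulus: Melanotan II challenge. Dosing: 6.5 µM single dose. Times: 30-min compound, 1-h challenge, 1-h detection, room temperature. Technique: TR-FRET with Eu-cAMP and labeled anti-cAMP, 671 nm. Replication: singlicate.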
# MC4R ag barr: activates human MC4R beta-arrestin recruitment; P32245; U2OS MC4R beta-arrestin complementation, luminescence; percent of melanotan II response, DMSO zero; activation, % at 8.9 µM; 0.98% of 360,000 active; AID 540308;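 active = activation above a per-plate cutoff, the mean activation of sample wells on that plate plus 3 SD, cut at about 8% in these data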
# HTR2A ag: mouse HTR2A agonism via beta-arrestin recruitment. P35363. 0.66% of 360,000 active. activation, % at 7.6 µM. AID 624169. CHO-K1 mHTR2A beta-arrestin complementation, luminescence; percent of 30 µM serotonin response;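 active = activation above a run cutoff, the mean activation of all tested compounds plus 3 SD, cut at about 14% in these data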;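 note: 0% = plate median of compound wells and 100% = 30 µM serotonin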
# Cardio protect: myocardial damage modulation in H9c2 cells. H9c2 cardiomyocytes, H2O2 injury protection, ATPLite, 2 h. protection from H2O2 cell death, % at 20 µM. 0.63% of 360,000 active;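 active = compounds giving at least 50% protection of heart cells from peroxide-induced death in the single-dose screen, raw or plate-pattern-corrected value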;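 note: 0% = DMSO wells with peroxide and 100% = DMSO wells without peroxide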
# TLR9-MyD88 block: TLR9-MyD88 interaction inhibition; CHO BLA complementation TLR9-MyD88, CCF4 FRET ratio; inhibition, % at 4.98 µM; 0.21% of 340,000 active; AID 504734;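 active = inhibition above the mean over all tested compounds plus 3 SD, cut at about 21% in these data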;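 note: 0% = DMSO only wells and 100% = clavulanate BLA inhibitor control wells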
# ABCB6 inh MLPCN: blocks the human ABCB6 transporter. fluorescence ratio to DMSO, % at 10 µM. AID 602162. K562-ABCB6 porphyrin accumulation, flow cytometry, 1 h; hits give low values. 0.19% of 360,000 active;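 active = fluorescence ratio to DMSO below 75%, the collection mean minus 3 SD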;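 note: signal is porphyrin accumulated inside mitochondria; 100% equals median channel fluorescence of DMSO control wells; lower ratio means ABCB6 inhibition with less porphyrin fluorescence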
# Target sequence (Q9NP58 whole entry, looked up): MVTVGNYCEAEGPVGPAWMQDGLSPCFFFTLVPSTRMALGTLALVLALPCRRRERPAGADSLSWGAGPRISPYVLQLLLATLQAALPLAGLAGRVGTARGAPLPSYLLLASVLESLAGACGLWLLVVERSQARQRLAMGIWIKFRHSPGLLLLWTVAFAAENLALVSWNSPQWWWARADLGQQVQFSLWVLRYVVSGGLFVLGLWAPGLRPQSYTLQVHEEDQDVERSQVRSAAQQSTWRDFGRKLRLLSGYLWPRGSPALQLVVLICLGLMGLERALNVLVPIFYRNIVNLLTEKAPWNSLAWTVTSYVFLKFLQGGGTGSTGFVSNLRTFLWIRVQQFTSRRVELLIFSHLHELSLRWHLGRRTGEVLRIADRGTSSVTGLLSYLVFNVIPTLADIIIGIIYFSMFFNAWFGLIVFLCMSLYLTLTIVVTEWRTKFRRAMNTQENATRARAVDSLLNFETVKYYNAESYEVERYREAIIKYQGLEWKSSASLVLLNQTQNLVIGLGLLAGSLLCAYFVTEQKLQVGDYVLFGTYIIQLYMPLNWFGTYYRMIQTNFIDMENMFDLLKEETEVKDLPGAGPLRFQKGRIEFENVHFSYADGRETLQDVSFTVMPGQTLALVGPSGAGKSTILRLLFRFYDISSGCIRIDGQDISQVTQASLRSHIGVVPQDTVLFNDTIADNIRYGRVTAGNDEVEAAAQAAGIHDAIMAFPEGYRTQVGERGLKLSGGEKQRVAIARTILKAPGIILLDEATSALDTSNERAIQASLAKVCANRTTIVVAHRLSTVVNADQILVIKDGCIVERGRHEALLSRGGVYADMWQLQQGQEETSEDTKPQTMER
# Glyco luc inh: N-linked glycosylation inhibition; D54 ERlucT glycosylation luciferase reporter, 24 h; percent of 100 nM tunicamycin response; reporter increase, % at 12.5 µM; 0.23% of 360,000 active;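 active = mean luciferase reporter signal, scaled so untreated is 0 and the glycosylation-blocking control 100, at or above a set limit in every replicate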;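 note: luciferase carries N-glycosylation sites so blocking glycosylation raises the light; 0% = median of neutral control wells and 100% = median of 100 nM tunicamycin wells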
# NOD2 RIPK2 PPI: blocks binding of human NOD2 to RIPK2. AID 624267. CHO BLA complementation NOD2-RIPK2, CCF4 ratio. O43353. inhibition, % at 4.98 µM. 0.38% of 360,000 active; in the data active = inhibition above about 21%;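 note: 0% = vehicle only and 100% = reference blocker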
# SRC2 inh: inhibits human steroid receptor coactivator 2; AID 651957; HEK293 GAL4-SRC2 luciferase reporter, luminescence; Q15596; inhibition, % at 9 µM; 0.17% of 370,000 active;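 active = inhibition above the mean inhibition of all tested compounds plus 3 SD, set per campaign, cut at about 52% in these data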;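 note: 0% = DMSO treated cells and 100% = cells given Gossypol at 36 µM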
# * hit, by the source's call; nt = no result given.
# Order of values: ABHD5-PLIN5 inh | MC4R antag cAMP | MC4R ag barr | HTR2A ag | Cardio protect | TLR9-MyD88 block | ABCB6 inh MLPCN | Glyco luc inh | NOD2 RIPK2 PPI | SRC2 inh
- O=C(O)c1ccc(NC(=O)c2ccc(COc3ccc(Cl)cc3)o2)cc1
 : -6 | 18 | -2.0 | -2 | 8 | 9 | 89 | 1 | 6 | 18
- CCCCNC(=O)CCn1nc(-c2ccccc2)ccc1=O
 : 0 | 9 | 0.6 | 2 | 2 | 4 | 95 | 2 | -9 | -5
- COc1ccc(-c2nc(CSCC(=O)NCc3ccco3)c(C)o2)cc1
 : -5 | 3 | -1.2 | -6 | -5 | 1 | 98 | -2 | -5 | nt
- CC1CCN(CCCNC(=O)C2CCC(=O)N2C2CCCC2)CC1 (configuration not stated)
 : 3 | 15 | 0.5 | -1 | 4 | -10 | 84 | 1 | -13 | 4
- Cc1nnc(SCC(=O)NNC(=O)c2ccc(Cl)cc2)n1CC1CCCO1 (configuration not stated)
 : -4 | 2 | -1.2 | -2 | -1 | 2 | 96 | 1 | 18 | -9
- CC(C)c1nnc(NC(=O)CCC(=O)NCC2CCCO2)s1 (configuration not stated)
 : 0 | -3 | 0.0 | 1 | 9 | -7 | 97 | 0 | -2 | -7
- Cc1c(NC(=S)NC(=O)c2cc3ccccc3o2)cccc1C(=O)O
 : -1 | -2 | -2.9 | 6 | 4 | -2 | 97 | 3 | -3 | -102
- COc1nc(C)nc2c1ccc1ccccc12
 : -2 | 0 | 1.1 | -1 | -6 | -10 | 102 | 1 | 2 | -58
- O=C(NCc1cccc(F)c1)C1CCC(=O)N(CCCN2CCOCC2)C1 (configuration not stated)
 : -5 | -3 | 2.4 | 7 | -4 | -9 | 101 | 1 | -4 | -18
- O=C(/C=C/c1ccccc1)NCCCNC(=O)/C=C/c1ccccc1
 : -2 | 8 | -2.7 | -2 | 3 | 0 | 98 | 2 | 5 | 2
- CC(/C=N/NC(=O)c1ccco1)=C\c1ccccc1
 : 2 | 3 | -0.8 | 0 | -25 | -9 | 100 | -12 | -8 | -76
- COc1ccc(C(=O)Nc2cc(C)on2)cc1
 : 0 | 4 | -3.1 | -2 | -16 | 6 | 96 | -7 | -8 | -30
- CC(=O)Nc1cccc(Oc2ncnc3scc(-c4ccc(C(C)C)cc4)c23)c1
 : 7 | 3 | 1.6 | 2 | -2 | -11 | 99 | -14 | -12 | 12
- CCCNC(=O)C1(C)CCN(C(=O)c2ccc(OC(F)F)cc2)C1 (configuration not stated)
 : 0 | -1 | 0.5 | 6 | 4 | nt | 96 | 1 | -14 | -3
- COc1cc(-c2noc(CCC(=O)NC3CCCCC3)n2)cc(OC)c1OC
 : -6 | 5 | 1.0 | -2 | 4 | -5 | 98 | 2 | -9 | -13
- COc1ccc2c(CC#N)c[nH]c2c1
 : 0 | 6 | -1.4 | -3 | -3 | 1 | 94 | 3 | -7 | 0
- O=C(NCCc1ccccc1)C1CC(c2ccccc2O)=NO1 (configuration not stated)
 : 7 | -4 | 0.6 | -2 | 2 | -6 | 98 | -1 | 1 | 7
- Cc1ccc(C(=O)Nc2ccc(SC(F)F)cc2)s1
 : -9 | -2 | -1.0 | -4 | -15 | -1 | 88 | -5 | -7 | -35
- Cc1cccc(N/C(N)=N/c2nc(C(F)(F)F)cc(C(F)(F)F)n2)c1
 : -5 | -3 | 0.4 | 6 | -5 | 2 | 101 | 0 | -7 | -11
- O=C1c2ccccc2C(Nc2ccccc2)N1c1ccc(Cl)cn1 (configuration not stated)
 : -18 | 4 | 1.6 | -4 | -13 | -4 | 102 | -1 | 2 | -10
- Cc1ccc(S(=O)(=O)N2CC3(O)CN(C(=O)OC(C)C)N(C(=O)OC(C)C)CC3(OC(=O)Nc3cccs3)C2)cc1 (configuration not stated)
 : -15 | 15 | 2.3 | 7 | -7 | -5 | 105 | -3 | 11 | 19
- Cc1nc2ccc(S(=O)(=O)N(C)CC(=O)NCCc3ccccc3)cc2s1
 : 6 | -4 | 1.0 | 4 | -1 | 8 | 106 | 2 | 9 | -24
- O=C(CCS(=O)(=O)Cc1ccc(Cl)cc1)NCCCN1CCN(c2ccccc2F)CC1
 : 8 | 7 | -1.7 | 7 | -2 | 7 | 94 | -4 | 1 | 9
- NN1C(=O)/C(=C2/Sc3ccccc3N2CCCS(=O)(=O)O)SC1=S
 : 0 | -7 | -1.0 | 5 | 1 | -5 | 101 | 2 | 3 | -11
- CCOc1ccc(S(=O)(=O)Nc2cccc(C(=O)NCC3(N4CCCCC4)CCCCC3)c2)cc1
 : -4 | -8 | -3.3 | -13 | -3 | -1 | 102 | -6 | -3 | -13
- C/C(Cn1cnc([N+](=O)[O-])n1)=N\NC(=O)c1ccc(O)cc1O
 : 6 | 6 | 0.4 | -3 | 9 | -2 | 93 | 2 | -9 | -56
- CCOC(=O)c1ccc[n+](CC(=O)Nc2cc(C(F)(F)F)ccc2Cl)c1
 : -1 | 11 | -2.9 | -3 | 6 | -17 | 117 | 5 | 3 | -11
- Cc1cnc(CNC(=O)c2ccc3oc(Cc4ccccc4)nc3c2)[nH]1
 : 5 | -2 | 1.0 | 7 | 2 | 6 | 100 | -3 | -7 | 6
- Cc1cnc(CN(C)C(=O)c2ccc3oc(Cc4ccccc4)nc3c2)[nH]1
 : 11 | 9 | 1.3 | -1 | -1 | 5 | 97 | 1 | 5 | -20
- COC(=O)C[C@H]1c2cc(F)ccc2S(=O)(=O)N1Cc1ccccc1OC
 : -3 | 9 | 0.4 | 3 | -2 | 3 | 102 | 2 | 0 | 8
- CC(C)(C)OC(=O)C[C@@H]1C/C=C\C[C@H](CC(=O)N(CCO)Cc2ccccc2)C(=O)N[C@@H](Cc2c[nH]c3ccccc23)COC1=O
 : -13 | -1 | -1.0 | -9 | 14 | 3 | 98 | 0 | -6 | 5
- CC1(OC(=O)C2CCCC2)C(=O)C=C2C=C(c3ccsc3)N(c3ccccc3)C=C2C1=O (configuration not stated)
 : -8 | 9 | -0.4 | 1 | 3 | 3 | 107 | 1 | -11 | 7
- CC(=O)NC1C(OCc2ccccc2)OC2COC(c3ccccc3)OC2C1OCC(=O)O (configuration not stated)
 : -4 | -1 | -2.4 | -1 | 5 | 2 | 105 | 1 | -4 | 20
- COc1cc(CCCN2CCNC[C@H]2Cc2ccc(O)cc2)cc(OC)c1OC
 : 7 | 3 | -1.1 | -6 | 2 | 1 | 97 | 6 | 1 | 13
- c1ccc(SCc2cn3cccnc3n2)nc1
 : 3 | 3 | -2.2 | 1 | -1 | -6 | 105 | -1 | -2 | -15
- CCCNC(=O)CCCCn1c(=S)[nH]c2c([nH]c3ccc(OC)cc32)c1=O
 : -4 | 3 | -3.9 | 5 | -4 | 1 | 96 | 1 | 4 | -1
- Cc1cc(C(C)c2ccccc2)c(O)c(CN2CCOCC2)c1C (configuration not stated)
 : -10 | 6 | 0.9 | -3 | -5 | -1 | 98 | nt | -1 | 9
- CCN(c1ccccc1)S(=O)(=O)c1ccc(C(=O)Nc2ccc(C)cn2)cc1
 : 7 | 9 | 0.4 | 2 | -4 | 8 | 86 | -5 | 7 | -43
- COc1cccc(CNc2ccc(Br)cn2)c1O
 : 5 | 7 | 0.7 | -1 | -14 | -9 | 94 | -14 | -2 | -45
- CCOC(=O)c1nc2nc(C)cc(=O)n2[nH]1
 : -7 | 0 | -0.1 | -2 | -4 | 2 | 93 | 3 | -5 | -6
- COc1ccc(NC(=O)C2=CC(c3ccc(C)cc3)=NS(=O)(=O)N2C)cc1
 : 2 | 8 | 2.1 | -3 | -26 | 0 | 94 | 1 | -4 | 10
- CCOC(=O)c1csc(NC(=O)c2ccc(OC)c(OC)c2)n1
 : 1 | -1 | 1.6 | 3 | 9 | -4 | 102 | 3 | -18 | 25
- COc1ccc(OC)c(N(C(=O)c2snc(C(N)=O)c2N)C(C(=O)NCc2ccccc2)c2ccc(O)cc2)c1 (configuration not stated)
 : 10 | 4 | 0.1 | -5 | -4 | -9 | 86 | -1 | -6 | 2

# This is a subset; rates above refer to the full screens.
